BLM helicase inh = blocks DNA unwinding by human BLM helicase; P54132; recombinant BLM DNA unwinding, fluorescence dequenching; Potency, µM (series often up to 56.1 µM), for inactives: at the highest dose activity change, negative = inhibition, hits mostly inhibitors; 350,000 compounds, 0.2% hits; AID 2528;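 also: potency is read from the fitted curve at half-maximal effect; plate controls were vehicle for no effect and no enzyme for full effect; nearly all actives have a fitted effect of over 35% in size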
POLK inh = blocks human DNA polymerase kappa activity; Q9UBT6; Potency, µM (series often up to 107 µM), inactives show at the highest dose activity, negative = inhibition, usual class: inhibitors; 400,000 compounds, 0.53% hits; purified Pol kappa, fluorescent DNA synthesis assay, 10 min; also: potency is read from the fitted curve at half-maximal effect; % is scaled to controls: 0 for no effect and ±100 for the full control effect
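Kinetic fluorescence screen: compound preincubated 15 min RT with 10 nM enzyme; 50 nM substrate (final) initiates; reads at 0/10 min.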
Anesthetic bind = binds horse apoferritin like a general anesthetic | P02791 | apoferritin/1-aminoanthracene competitive binding, fluorescence | 350,000 compounds, 0.074% hits | Potency, µM (doses to about 77.5 µM), for inactives: at the highest dose activity change, negative = displacement, usual class: inhibitors; also: potency is read from the fitted curve at half-maximal effect; % is scaled to controls: 0 for no effect and ±100 for the full control effect; nearly all actives have a fitted effect of over 20% in size
Target sequence (P02791 2-175 limits assumed): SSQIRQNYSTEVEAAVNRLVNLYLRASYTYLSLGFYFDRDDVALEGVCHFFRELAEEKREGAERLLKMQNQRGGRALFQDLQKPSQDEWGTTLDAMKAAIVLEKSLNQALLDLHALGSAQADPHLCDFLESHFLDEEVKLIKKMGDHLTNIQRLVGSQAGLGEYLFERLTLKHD
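10 uM apoferritin + 50% sat. 1-AMA, PBS; cpd 10 min RT; Ex380/Em535 endpoint; normalized to free probe vs complex; 4-param Hill fit; propofol titration as pos. ctrl.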
Pol iota inh = DNA polymerase iota (human) inhibition. Q9UNA4. Pol iota fluorescent replication assay, 10 min. Potency, µM (top dose mostly 115 µM), for inactives: at the top dose activity, negative = inhibition, hits mostly inhibitors. 390,000 compounds, 1% hits; also: potency is read from the fitted curve at half-maximal effect
Target sequence (Q9UNA4 whole entry, looked up): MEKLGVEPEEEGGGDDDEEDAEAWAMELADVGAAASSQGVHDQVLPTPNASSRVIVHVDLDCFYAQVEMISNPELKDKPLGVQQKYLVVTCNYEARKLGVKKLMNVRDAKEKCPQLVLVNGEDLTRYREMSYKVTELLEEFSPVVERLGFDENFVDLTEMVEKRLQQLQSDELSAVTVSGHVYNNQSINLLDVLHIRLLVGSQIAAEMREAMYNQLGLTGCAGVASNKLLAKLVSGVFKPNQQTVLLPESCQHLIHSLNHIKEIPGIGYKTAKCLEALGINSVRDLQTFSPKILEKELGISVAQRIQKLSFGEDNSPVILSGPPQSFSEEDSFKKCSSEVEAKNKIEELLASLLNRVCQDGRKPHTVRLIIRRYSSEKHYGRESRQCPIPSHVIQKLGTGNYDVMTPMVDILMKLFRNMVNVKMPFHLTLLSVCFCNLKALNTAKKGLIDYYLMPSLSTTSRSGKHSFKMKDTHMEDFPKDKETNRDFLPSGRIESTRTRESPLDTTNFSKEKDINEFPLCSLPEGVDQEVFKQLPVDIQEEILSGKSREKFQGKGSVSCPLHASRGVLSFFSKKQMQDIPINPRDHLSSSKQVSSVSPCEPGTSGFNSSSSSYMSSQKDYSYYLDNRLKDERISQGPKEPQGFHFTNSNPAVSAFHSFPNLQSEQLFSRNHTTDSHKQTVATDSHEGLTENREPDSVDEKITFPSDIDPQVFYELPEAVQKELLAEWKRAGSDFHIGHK
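Pol iota at 10 nM preincubated 15 min with compounds at room temperature; reaction started with fluorescent substrate, 50 nM final. Fluorescence read kinetically at 0 and 10 min; buffer-only wells as negative control.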
Pol eta inh = blocks human DNA polymerase eta activity; Q9Y253; recombinant Pol eta, fluorescent DNA replication assay; Potency, µM (top dose mostly 114 µM), for inactives: at the top dose activity change, negative = inhibition, most hits filed as inhibitors; 390,000 compounds, 1.2% hits; AID 588591; also: potency is read from the fitted curve at half-maximal effect; % is scaled to controls: 0 for no effect and ±100 for the full control effect
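Fluorescent replication assay: 50 nM final substrate added after a 15 min room-temperature compound preincubation with 10 nM enzyme. Signal taken at 0 min and again at 10 min.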
POLB inh = blocks human DNA polymerase beta activity; Pol beta primer extension/strand displacement, fluorescence kinetic; Potency, µM (series often up to 114 µM), for inactives: at the highest dose activity change, negative = inhibition, actives largely listed as inhibitors; 340,000 compounds, 1.3% hits; also: potency is read from the fitted curve at half-maximal effect; % is scaled to controls: 0 for no effect and ±100 for the full control effect
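Values derive from four-parameter Hill fits of normalized kinetic data: reads at 0 and 10 min following addition of 50 nM substrate to 10 nM Pol beta preincubated 15 min with compound.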
APE1 inh = APE1 (human) endonuclease inhibition. Potency, µM (titrated, usually from 65.8 µM), for the others: at the top dose activity change, negative = inhibition, most hits filed as inhibitors. recombinant APE1, TAMRA/BHQ-2 abasic DNA cleavage fluorescence. 350,000 compounds, 0.35% hits. P27695;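 also: potency is read from the fitted curve at half-maximal effect; plate controls were vehicle for no effect and reference inhibitor for full effect; nearly all actives have a fitted effect of over 55% in size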
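Incision of a quenched TAMRA/BHQ-2 THF abasic-site duplex (50 nM) by 0.75 nM APE1, after 15 min compound preincubation, measured as fluorescence increase over three 60 s reads. Values normalized to buffer, DMSO and NSC13755 control wells.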
PGK inhibitor = inhibitors of T. brucei phosphoglycerate kinase; PGK/GAPDH coupled, Kinase-Glo luminescence, 60 min; 380,000 compounds, 0.043% hits; Potency, µM (top dose mostly 57.5 µM), for inactives: at the highest dose activity change, negative = inhibition, actives largely listed as inhibitors; AID 602233; also: potency is read from the fitted curve at half-maximal effect; % is scaled to controls: 0 for no effect and ±100 for the full control effect; nearly all actives have a fitted effect of over 60% in size
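Recombinant glycosomal PGK reaction used 1,3-bisphosphoglycerate generated in-well by GAPDH (100nM final) in 100mM TEA pH 7.6, 5mM MgCl2, 0.01% Tween-20. After 60 minutes at room temperature, ATP was read by Kinase-Glo Plus luminescence end-point.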
RXFP1 antagonist = blocks the human relaxin receptor RXFP1; Q9HBX9; HEK293-RXFP1, relaxin-stimulated cAMP HTRF, 30 min; stronger effect = lower value; activity change, negative = inhibition, % at 57.5 µM; 350,000 compounds, 0.59% hits; AID 1259400;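 active = activity change of -60% or lower, but not beyond a set lower limit; inconclusive = change between -60% and -40%, or beyond the set limit; inactive = change above -40%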; also: % is scaled to controls: 0 for no effect and ±100 for the full control effect
The depositor's hits bear a star; i = inactive; ? = inconclusive; · = no result given; & = joins results of further samples; [ ] = another dose, or the depositor's remark. Unless noted, calls follow the shape of the dose curve; as a rule, active = well fitted curve in the direction sought with a large enough effect; inconclusive = small, poorly fitted or top-dose-only effect, or another doubt; inactive = no such curve, though single readings can be large; an effect the other way counts as inactive or inconclusive. Some of the compounds tested; the hit share may differ from the screen's.

1. Cc1ccc(-n2nc3c(N4CCC(C(=O)NCc5ccccc5C)CC4)nnc(C)c3c2C)cc1
2. COc1ccc(-c2nnc(N(C)C(=O)C3CCOC3)s2)cc1 (stereo not given)
3. Cc1c(Cl)cccc1NC(=O)CSc1nnc(CCNC(=O)OC(C)(C)C)o1
4. COc1cc(/C=N/O)ccc1OCc1ccc(Cl)cc1
5. CCN1C(=O)[C@H]2[C@@H](c3ccc(-c4ccc(OC)cc4)cc3)N[C@@](C)(C(=O)OC)[C@H]2C1=O
6. COc1ccc(Cl)cc1C(=O)NNC1CC(=O)N(Cc2ccc(Cl)cc2)C1=O (stereo not given)
7. CCCOc1ccc(/C=C/C(=O)Nc2sc(C)c(C)c2C(=O)OCC)cc1OC
8. COC(=O)c1sc(NC(=S)NNC(=O)c2c(Br)c(C)nn2C)c(C(=O)OC)c1C
entry no.	1	2	3	4	5	6	7	8
BLM helicase inh	3%	·	1%	-5%	·	-8%	-8%	-19%
POLK inh	2%	5%	7%	·	-5%	-16%	-8%	-35%
Anesthetic bind	?	·	-16%	?	·	-5%	6%	1%
Pol iota inh	?	11%	29%	·	?	3%	-4%	?
Pol eta inh	50µM*	2%	-14%	·	-28%	4%	-7%	50µM*
POLB inh	89µM*	·	34%	0%	·	?	-11%	22µM*
APE1 inh	16%	·	0%	6%	18%	-5%	·	-25%
PGK inhibitor	-9%	i	-4%	·	0%	0%	-2%	-3%
RXFP1 antagonist	-4	-5	-8	·	·	-8	-13	31

9. COc1ccc(CCNC(=O)CCCn2c(=O)c3cccn3c3cccnc32)c(OC)c1OC
10. COc1cccc(/C=N/n2c(-c3n[nH]c4c3CCC4)n[nH]c2=S)c1O
11. C[C@H](CO)N1C[C@H](C)[C@@H](CN(C)S(=O)(=O)c2cccs2)Oc2ccc(NC(=O)Cc3ccccc3)cc2C1=O
12. COc1ccc(/C=N/n2c(C)nnc2C)c(OC)c1OC
13. O=C(CN1C(=O)C2C3C=CC(C4CC34)C2C1=O)Nc1cccc2ncccc12 (stereo not given)
14. CCN1CCN(C(=O)CN(c2cc(OC)ccc2OC)S(C)(=O)=O)CC1
15. CCC(=O)c1ccc(OCC(=O)N(C)CC(=O)Nc2cccc(F)c2)cc1
16. C/C(=N/NC(=O)CNC(=O)c1cccnc1)c1cccc([N+](=O)[O-])c1
entry no.	9	10	11	12	13	14	15	16
BLM helicase inh	3%	-8%	·	-11%	0%	-7%	3%	-2%
POLK inh	0%	-13%	4%	-13%	-1%	-4%	9%	2%
Anesthetic bind	-2%	0%	·	-11%	?	9%	-9%	?
Pol iota inh	-15%	-9%	5%	6%	19%	-1%	29%	39%[activator]
Pol eta inh	-7%	-15%	-12%	4%	-9%	-8%	-5%	6%
POLB inh	31%	-18%	·	-5%	6%	4%	?	8%
APE1 inh	4%	-2%	14%	-5%	3%	-7%	-1%	4%
PGK inhibitor	-9%	-10%	-4%	-6%	i	-10%	i	i
RXFP1 antagonist	14	-6	·	8	-9	-6	-16	-6

17. COc1ccc(C2CC(c3ccc(OC)cc3)n3nc(NS(C)(=O)=O)nc3N2)cc1 (stereo not given)
18. CC(=O)Nc1cc(NC(C)=O)cc(C(=O)NCC2(N3CCOCC3)CCCCC2)c1
19. CCOc1ccc2ccccc2c1C1NC(=O)N(C)C(C)=C1C(=O)OCCOC (stereo not given)
20. COc1cc(C(=O)C(=O)c2ccc(OC)c(OC)c2)ccc1O
21. OCC[C@@H]1C[C@H](O)[C@@H](O)[C@@]2(OCc3ccccc32)O1
22. CCN(CC(=O)Nc1c(F)cccc1F)C(=O)c1ccc(COc2ccccc2)cc1
23. CCc1ccc(OCC(=O)NNC(=O)Cc2cccs2)cc1
24. Cc1cc(C)cc(NC(=O)CCS(=O)(=O)c2cccc3nsnc23)c1
entry no.	17	18	19	20	21	22	23	24
BLM helicase inh	2%	·	2%	·	-2%	·	-5%	-1%
POLK inh	6%	-42%	-21%	-10%	-5%	-15%	-18%	-4%
Anesthetic bind	-1%	·	-4%	·	-7%	·	-13%	-3%
Pol iota inh	10%	-1%	-20%	36%[activator]	11%	18%	58%[activator]	12%
Pol eta inh	-6%	?	-1%	-23%	-17%	-22%	?	-24%
POLB inh	10%	·	22%	·	22%	·	20µM*	-1%
APE1 inh	16%	?	37%	·	24%	-8%	-3%	·
PGK inhibitor	-10%	-13%	8%	4%	-5%	4%	-8%	1%
RXFP1 antagonist	-9	7	9	-1	·	-8	5	·

25. CC(=O)c1c(C)[nH]c(C(=O)OCc2csc(CC(=O)Nc3ccccc3C)n2)c1C
26. CCOc1ccc(-c2nonc2NC(=O)c2ccc(C)cc2)cc1OCC
27. CC(=O)c1ccc(NC(=O)c2nc(-c3ccccc3)n(-c3ccccc3)n2)cc1
28. O=C(O)c1cccc(NC(=O)c2cn(-c3ccccc3)nc2-c2cc3ccccc3o2)c1
29. Clc1ccc(CO/N=C/c2c(-c3ccccc3)nc3n2CCS3)c(Cl)c1
30. CCO/N=C(/c1nonc1N)N1CCN(c2ccc([N+](=O)[O-])cc2)CC1
31. COc1ccccc1-c1sc2ccccc2c1-c1ccc(OCCN2CCCCC2)cc1
32. Cc1cccc(NC(=O)CCC2CCN(Cc3nccs3)CC2)c1
entry no.	25	26	27	28	29	30	31	32
BLM helicase inh	·	3%	-3%	-1%	-8%	-5%	·	-2%
POLK inh	8%	3%	1%	-28%	-10%	0%	-19%	-6%
Anesthetic bind	·	-2%	?	-7%	4%	-9%	·	-13%
Pol iota inh	-3%	4%	18%	?	14%	13%	9%	-4%
Pol eta inh	-6%	-14%	-18%	?	-22%	-12%	-19%	4%
POLB inh	·	30%	0%	?	24%	-1%	·	7%
APE1 inh	44%	·	·	0%	0%	-2%	-13%	-3%
PGK inhibitor	-1%	-5%	i	-13%	2%	-2%	-3%	-5%
RXFP1 antagonist	-10	-4	·	-9	0	-1	·	10

33. COC(=O)Cc1ccc(NC(=S)NCc2ccccc2Cl)cc1
34. O=C(O)C1=NN(c2c(F)c(F)cc(F)c2F)C(=O)CC1
35. O=C(Nc1nc(-c2ccccn2)cs1)C1CC(=O)N(c2ccc3c(c2)OCCO3)C1 (stereo not given)
36. CCOc1ccc(NC(=S)N/N=C(\C)Cc2ccc(OC)cc2)cc1
37. c1ccc2c(-c3[nH]ncc3CNCCCn3ncc4ccccc43)cccc2c1
38. Cc1cccc(NC(=O)Cn2c(O)c(N=NC(N)=S)c3ccccc32)c1
39. CCN1C(=NCc2ccc(OC)cc2)N[C@@H](CCc2ccccc2)[C@H](C(=O)NCc2ccc(OC)cc2)[C@H]1C
40. CCCCC1NC(=S)N(C2CCCCC2)C1=O (stereo not given)
entry no.	33	34	35	36	37	38	39	40
BLM helicase inh	-3%	0%	-16%	-5%	-7%	-8%	-6%&-2%	-1%
POLK inh	4%	-8%	?	-1%	0%	?	4%	-16%
Anesthetic bind	-7%	6%	?	-24%	-8%	-6%	?	-9%
Pol iota inh	-27%	-13%	20µM*	1%	6%	3%	-2%	10%
Pol eta inh	-22%	-8%	?	?	1%	8%	-18%	-19%
POLB inh	1%[57.1 µM]	-16%	13µM*	-2%	4%	-6%	5%&-1%	21%
APE1 inh	-2%	65%[activator]	-8%	9%	2%	-6%	-10%&73%	-4%
PGK inhibitor	-1%	-4%	-6%	-8%	-2%	-1%	3%	-4%
RXFP1 antagonist	-12	3	-37	-5	?	-16	·	-1

Gathered by group: those above with a thiophene ring, fused or not
7. CCCOc1ccc(/C=C/C(=O)Nc2sc(C)c(C)c2C(=O)OCC)cc1OC
8. COC(=O)c1sc(NC(=S)NNC(=O)c2c(Br)c(C)nn2C)c(C(=O)OC)c1C
11. C[C@H](CO)N1C[C@H](C)[C@@H](CN(C)S(=O)(=O)c2cccs2)Oc2ccc(NC(=O)Cc3ccccc3)cc2C1=O
23. CCc1ccc(OCC(=O)NNC(=O)Cc2cccs2)cc1
31. COc1ccccc1-c1sc2ccccc2c1-c1ccc(OCCN2CCCCC2)cc1
entry no.	7	8	11	23	31
BLM helicase inh	-8%	-19%	·	-5%	·
POLK inh	-8%	-35%	4%	-18%	-19%
Anesthetic bind	6%	1%	·	-13%	·
Pol iota inh	-4%	?	5%	58%[activator]	9%
Pol eta inh	-7%	50µM*	-12%	?	-19%
POLB inh	-11%	22µM*	·	20µM*	·
APE1 inh	·	-25%	14%	-3%	-13%
PGK inhibitor	-2%	-3%	-4%	-8%	-3%
RXFP1 antagonist	-13	31	·	5	·

(more compounds)
41. CC(=O)c1cc2c(cc1NC(=O)c1ccc(C)cc1)OCO2
42. CCc1nc2c(c(=O)[nH]1)C1(CCCC1)Cc1ccccc1-2
43. Cc1ccc(S(=O)(=O)NC(=O)NN2CCCCCC2)cc1
44. Cc1ccc(Cl)cc1N1CCN(C(=O)CN2C(=O)COc3ccc(S(=O)(=O)N4CCC(C)CC4)cc32)CC1
45. CCOC(=O)c1cc(OC(=O)c2cc(OC)cc(OC)c2)n(-c2ccccc2)n1
entry no.	41	42	43	44	45
BLM helicase inh	5%	-3%	-11%	-5%	0%
POLK inh	·	-8%	-2%[60.1 µM]	-10%	-9%
Anesthetic bind	6%	-5%	-1%	-14%	-14%
Pol iota inh	·	?	-12%	27%	13%
Pol eta inh	·	18%	-8%	-8%	-10%
POLB inh	-17%	0%	-1%	20%	?
APE1 inh	4%	9%	18%	·	·
PGK inhibitor	·	·	i	6%	-10%
RXFP1 antagonist	·	-4	13	·	·

Assay outcomes deposited in PubChem by National Center for Advancing Translational Sciences (NCATS).
